Rin1 Abl inh = inhibitors of Rin1-Abl protein binding, primary screen, biochemical, TR-FRET; inhibition, % at 7.35 µM; AID 588664, 2011; hit rate 0.4% among 360,000; Tyrosine-protein kinase ABL1 (Homo sapiens) + Ras and Rab interactor 1 (Homo sapiens), …; in the data active = inhibition above about 5%, passing the limit was not always enough
Neddyl block = inhibitors of cullin neddylation, primary screen, biochemical, TR-FRET, uHTS, NAE and Ubc12; NEDD8-conjugating enzyme Ubc12 (Homo sapiens) + NEDD8-activating enzyme E1 regulatory …; hit rate 0.58% among 360,000; calls only at 25 µM; in the data active = inhibition above about 36%
MsrA inhibitor = bovine MsrA enzyme inhibitors, primary screen, biochemical, absorbance, HTS | Methionine sulfoxide reductase A (Bos taurus) | purified bovine MsrA, absorbance read-out | inhibition, % at 15.5 µM | hit rate 0.75% among 360,000 | AID 651718, 2012; in the data active = inhibition above about 4.5%;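 note: 0% = vehicle wells with enzyme and 100% = reference inhibitor wells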
MsrA act = bovine MsrA enzyme activators, primary screen, biochemical, absorbance, HTS. hit rate 0.3% among 360,000. activation, % at 10.6 µM. purified bovine MsrA, absorbance read-out; in the data active = activation above about 7.5%;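 note: 0% = vehicle and 100% = reference activator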
CendR NRP1 mod = modulators of CendR peptide binding to NRP-1, primary screen, biochemical, fluorescence polarization, uHTS; hit rate 0.85% among 360,000; Neuropilin-1 (Homo sapiens), O14786; inhibition, % at 25 µM; FAM-RPARPAR peptide binding to NRP-1; AID 602438, 2012;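 active = inhibition or corrected inhibition above about 18%, plus a signal ratio from 0.5 to 1.5, limit read from the data, passing the limit was not always enough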; note: strong numbers were not always called active
FAS-TE inh = FAS thioesterase domain inhibitors, primary screen, biochemical, fluorescence intensity, uHTS; recombinant FAS-TE, OMFH fluorogenic substrate, fluorescence endpoint; inhibition, % at 15 µM; hit rate 0.67% among 360,000; AID 602261, 2012;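 active = compounds whose normalised, plate-corrected inhibition of enzyme fluorescence in the single-dose primary screen is 50% or more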;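 note: 0% = DMSO with enzyme and 100% = substrate without enzyme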
SKN-1 block = suppressors of acrylamide-induced Pgst-4::GFP reporter in worms, primary screen, SKN-1 inhibitor project, whole organism, uHTS, GFP/RFP fluorescence ratio, strain VP596; C. elegans VP596 Pgst-4::GFP/RFP ratio, 24 h; hit rate 0.49% among 360,000; inhibition, % at 21.8 µM;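 active = interference check ratio from 0.5 to 1.5 plus GFP to RFP signal ratio inhibition reaching or exceeding a fixed threshold, cut at about 30% in these data, passing the limit was not always enough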; note: some compounds called inactive have numbers as strong as hits
MT1-MMP act inh = blockers of MT1-MMP proenzyme processing, primary screen, HT1080 RFP-PRO-GFP cells, GFP/RFP fluorescence; Matrix metalloproteinase-14 (Homo sapiens), P50281; GFP/RFP ratio fluorescence, overnight; percent of plate control window, DMSO zero; GFP/RFP ratio change, % at 20 µM; hit rate 0.061% among 360,000;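 active = GFP/RFP ratio change of at least 30% with cell ATP level not reduced by more than half and red fluorescence within 50% of control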; note: strong numbers were not always called active
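Test system: HT1080 cells expressing an RFP-PRO-GFP fluorescent reporter construct / Compound dosing: single-point 20 µM compound, 1% DMSO / Schedule: cells overnight before dosing, compound overnight, 37 °C, 5% CO2 / Evaluation: GFP/RFP fluorescence ratio / Control set: DMSO and RFP-L50D-GFP cell wells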
eLon inh = inhibitors of E. coli Lon protease, primary screen, biochemical, fluorescence polarization. hit rate 0.42% among 360,000. purified E. coli Lon protease. inhibition, % at 7.94 µM. P0A9M0. AID 602123, 2011; in the data active = inhibition above about 13%, passing the limit was not always enough;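 note: 0% = enzyme with probe and DMSO and 100% = no enzyme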
Target sequence (P0A9M0 whole entry, looked up): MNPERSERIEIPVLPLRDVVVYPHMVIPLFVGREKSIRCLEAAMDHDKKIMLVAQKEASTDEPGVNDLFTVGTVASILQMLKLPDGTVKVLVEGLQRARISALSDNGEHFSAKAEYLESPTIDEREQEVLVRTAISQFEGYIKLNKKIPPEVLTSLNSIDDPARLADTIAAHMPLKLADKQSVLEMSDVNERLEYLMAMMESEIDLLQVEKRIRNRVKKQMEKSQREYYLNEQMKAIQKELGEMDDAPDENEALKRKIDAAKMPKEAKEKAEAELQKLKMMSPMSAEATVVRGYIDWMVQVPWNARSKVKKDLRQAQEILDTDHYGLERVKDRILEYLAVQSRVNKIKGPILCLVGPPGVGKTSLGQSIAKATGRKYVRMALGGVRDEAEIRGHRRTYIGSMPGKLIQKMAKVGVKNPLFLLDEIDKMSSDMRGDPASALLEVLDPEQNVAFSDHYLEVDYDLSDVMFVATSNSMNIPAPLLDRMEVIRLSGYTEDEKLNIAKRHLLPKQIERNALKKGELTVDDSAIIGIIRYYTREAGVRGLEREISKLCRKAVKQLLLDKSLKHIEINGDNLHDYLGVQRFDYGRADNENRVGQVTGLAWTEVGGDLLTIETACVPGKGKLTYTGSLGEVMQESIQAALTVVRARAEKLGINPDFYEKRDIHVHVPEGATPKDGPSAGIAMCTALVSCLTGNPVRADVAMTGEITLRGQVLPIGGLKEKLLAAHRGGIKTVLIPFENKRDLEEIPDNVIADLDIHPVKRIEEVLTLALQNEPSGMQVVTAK
Numbers without * were called inactive; i = inactive; · = not tested or not shown; + = active, no number.

SMILES	Rin1 Abl inh	Neddyl block	MsrA inhibitor	MsrA act	CendR NRP1 mod	FAS-TE inh	SKN-1 block	MT1-MMP act inh	eLon inh
CSc1cccc(NC(=O)C2CCN(S(=O)(=O)c3ccc4c(c3)NC(=O)CO4)CC2)c1	4	i	-0.4	-3	8	6	0	4	0
CCc1nc2ccc(C(=O)Nc3ccc(OC)c(OC)c3)cn2c1N(CC)Cc1cccc(Br)c1	3	i	0.6	-4	7	14	6	0	-5
CCCCc1nnc(NC(=O)c2oc3ccc(OC)cc3c2C)s1	-1	·	0.5	-2	3	9	2	-4	-10
N=c1n(CCO)c2ccccc2n1CCOc1ccc(Cl)cc1Cl	-2	i	-1.4	-2	4	-2	-3	-3	-9
C=C1SC(=Nc2ccccc2Cl)N(C(=O)c2sc3ccccc3c2Cl)C1(C)C	-3	i	-0.6	-1	9	23	-1	-6	3
O=C(NNc1ncnc2c1cnn2-c1ccc(F)cc1)c1cccs1	4	i	0.2	-3	14	-5	4	5	-12
O=C(CCCCCN1C(=O)c2cccc3cccc(c23)C1=O)NCc1cccnc1	-5	i	-0.3	-3	1	-6	2	0	-5
COc1ccc(S(=O)(=O)Nc2cccc(F)c2C)cc1C(=O)N1CCOCC1	5	i	3.0	-7	-23	-6	-4	1	-3
O=C(NCCCn1ccnc1)C(=O)NCC(c1ccco1)N1CCN(c2ccc(F)cc2)CC1 (configuration not stated)	0	i	1.2	-4	16	-4	2	-1	-10
CCOc1nc(-c2ccccc2O)nc2ccccc12	2	i	-0.4	-2	12	22	4	-1	-7
COc1ccc2sc(-c3ccc(SC)cc3)c(-c3ccc(O)cc3)c2c1	4	·	1.4	-8	9	23	-2	-1	-1
CCCC(C)C(=O)Nc1ccc(S(N)(=O)=O)cc1 (configuration not stated)	5	i	0.0	0	6	-2	17	-1	-5
Cc1cccc(NC(=O)C(=O)NNC(=O)c2ccc(C(C)(C)C)cc2)c1	-1	i	-0.4	0	5	1	24	4	-7
O=C(NCCSCc1c(F)cccc1Cl)Nc1ccccc1	-3	i	·	-4	-5	9	-8	1	6
Cc1ccc(CSCCNC(=O)CN(c2ccc(F)cc2)S(C)(=O)=O)cc1	3	i	-0.5	-4	1	2	-13	0	1
Cn1c(=O)[nH]c(=O)c2c1nc(NCCO)n2CCOc1ccccc1	-1	i	-0.4	-2	-6	-4	-10	5	-5
Clc1ccc(C2=Nn3c(nnc3-c3cc(-c4ccccc4)n[nH]3)SC2)cc1	4	i	-0.3	-3	7	20	11	-7	4
COc1cc2c(cc1NC(=O)c1cc(-c3ccccn3)nc3ccccc13)oc1ccccc12	0	i	1.1	-2	-7	57*	5	2	1
O=C(NCc1ccccc1)C1=C[C@H](c2ccc3c(c2)OCO3)C[C@H](OCc2ccc(CO)cc2)O1	2	i	0.1	0	-2	9	28	2	-15
N#Cc1ccc(OCc2nnc(SCC(=O)c3ccccc3)n2-c2ccccc2)cc1	3	i	0.3	-7	31*	10	12	-1	9

A second format for part of the listing above.
| Structure | Rin1 Abl inh | Neddyl block | MsrA inhibitor | MsrA act | CendR NRP1 mod | FAS-TE inh | SKN-1 block | MT1-MMP act inh | eLon inh |
| --- | --- | --- | --- | --- | --- | --- | --- | --- | --- |
| CSc1cccc(NC(=O)C2CCN(S(=O)(=O)c3ccc4c(c3)NC(=O)CO4)CC2)c1 | 4 | i | -0.4 | -3 | 8 | 6 | 0 | 4 | 0 |
| CCc1nc2ccc(C(=O)Nc3ccc(OC)c(OC)c3)cn2c1N(CC)Cc1cccc(Br)c1 | 3 | i | 0.6 | -4 | 7 | 14 | 6 | 0 | -5 |
| CCCCc1nnc(NC(=O)c2oc3ccc(OC)cc3c2C)s1 | -1 | · | 0.5 | -2 | 3 | 9 | 2 | -4 | -10 |
| N=c1n(CCO)c2ccccc2n1CCOc1ccc(Cl)cc1Cl | -2 | i | -1.4 | -2 | 4 | -2 | -3 | -3 | -9 |
| C=C1SC(=Nc2ccccc2Cl)N(C(=O)c2sc3ccccc3c2Cl)C1(C)C | -3 | i | -0.6 | -1 | 9 | 23 | -1 | -6 | 3 |
| O=C(NNc1ncnc2c1cnn2-c1ccc(F)cc1)c1cccs1 | 4 | i | 0.2 | -3 | 14 | -5 | 4 | 5 | -12 |

Further records.
SMILES	Rin1 Abl inh	Neddyl block	MsrA inhibitor	MsrA act	CendR NRP1 mod	FAS-TE inh	SKN-1 block	MT1-MMP act inh	eLon inh
Cc1nc2ccc(NC(=S)N3CCOCC3)cc2nc1C	-5	i	1.7	-9	-5	-10	2	2	-2
c1ccc(N2CCN(c3c4c(nc5ncnn35)CCC4)CC2)cc1	1	i	1.1	-1	-7	-3	-4	2	2
CCCCNC(=O)C1(C)CCN1C(=O)c1cc(C)n(C(C)(C)C)n1 (configuration not stated)	-2	i	0.3	-2	3	-6	1	3	2
C/C(=N\Nc1cc(-c2ccccc2)nc(-c2ccccc2)n1)c1ccc(O)c(C)c1	4	·	2.8	-2	0	40	8	-7	4
O=C(c1ccccc1F)N1CCN(c2ccc([N+](=O)[O-])c(N3CCOCC3)c2)CC1	1	i	2.9	-5	-12	2	7	0	1
O=c1cc2c(n[nH]1)CCCC2	0	i	1.0	-3	-6	-4	-7	0	-2
COc1ccc(NS(=O)(=O)c2c(C)[nH]c(=O)[nH]c2=O)c(OC)c1	2	i	1.4	0	-1	-12	11	7	-4
COC(=O)C1=C(C)N(CCCC(=O)O)C(=O)NC1c1cccc(OC)c1 (configuration not stated)	1	i	0.2	-1	10	-8	-4	1	-11
CCc1ccc(C2CC(c3cccc(OC)c3)n3nc(N)nc3N2)cc1 (configuration not stated)	-4	i	-0.5	-1	2	-1	6	-1	2
CCOC(=O)C(C)Oc1ncnc2cccc(F)c12 (configuration not stated)	0	i	-0.3	0	2	-5	2	1	-1
CCCc1nnc(SCC(=O)NC2CC2)n1C	3	i	-1.0	-1	4	-8	3	0	2
COC(=O)C[C@@H]1CC[C@@H](NC(=O)c2ccccc2F)[C@@H](CO)O1	·	i	-1.4	·	6	·	-2	-2	·
CCc1ccc(OC)c(S(=O)(=O)Nc2ccccc2C)c1	-2	i	1.6	-2	2	5	2	-1	-3
Cc1ccccc1CN1C(=O)/C(=C\c2ccc(C(=O)NCCN3CCOCC3)cc2)Sc2ccccc21	1	i	0.7	-5	9	15	-10	3	11
Cc1ccc(OCn2c(=O)sc3ccccc32)cc1	-2	i	·	-3	-14	22	6	-3	-8
CCOc1cc(/C=C\[N+](=O)[O-])ccc1OCC(=O)N1CCOCC1	-3	i	0.4	-4	0	-5	-4	1	5
Cc1onc(-c2c(Cl)cccc2Cl)c1COC(=O)c1ccc(Cl)cc1	2	i	-0.3	5	2	32	-11	-2	5
C(=N\Nc1nccc(-c2cccnc2)n1)/c1ccccc1	-1	i	1.9	0	3	-1	10	-5	1
O=C(Nc1ccccc1C(F)(F)F)c1ccc(CN2CCC(Cc3ccccc3)CC2)cc1	-2	i	-0.5	3	11	9	2	1	-8
CCc1nc2ccc(C(=O)Nc3cccc(OCC(=O)N(C)C)c3)cn2c1N(C=O)Cc1ccc(OC)cc1	1	i	-0.6	-3	3	-4	-1	0	-1
CCOC(=O)c1c(C)[nH]c(C(=O)O)c1C	0	i	0.8	-1	5	-4	-4	15	-1
COc1ccc(C(=O)c2cc3ccc(O)cc3oc2=O)cc1	3	i	1.9	-9	-10	-6	2	-4	-7
N#Cc1ccccc1OCC(=O)OCC(=O)NC1CCCCCC1	-1	i	1.3	-2	5	-10	-2	-1	-8
Cc1cc(C)cc(C(=O)N2CC(C)OC(C)C2)c1 (configuration not stated)	-2	i	0.5	-3	-4	-4	9	0	-1
C/C(=N\O)C(C)(C)NC(=O)Nc1ccc(Cl)cc1	-2	i	0.3	-2	3	-3	9	·	5
Cc1[nH]n(-c2ccccc2)c(=O)c1/C=N/NC(=O)c1ccc(O)cc1O	-3	+	·	-4	2	18	11	-2	-1
COc1ccc(Br)c(C(=O)NNC(=O)c2ccc(NS(=O)(=O)c3cccs3)cc2)c1	2	i	0.6	-2	-23	-4	7	2	5
COc1ccc(/C=C/c2c([N+](=O)[O-])c(=O)n(C)c(=O)n2C)c(OC)c1	1	i	4.1	-10	-4	3	-6	-7	-4
CCOC(=O)CN1C(=O)CC(c2ccc([N+](=O)[O-])cc2)C1=O (configuration not stated)	1	i	1.1	-1	-1	3	8	0	-4
O=S(=O)(NCC1CCN(S(=O)(=O)c2ccccc2)CC1)c1ccccc1	1	i	0.2	-2	11	3	3	-3	-5
NS(=O)(=O)c1ccc(CNC(=S)NCc2ccc(Cl)cc2)cc1	3	i	0.3	-10	-4	-16	-2	1	-8
CCOC(=O)c1ccc(CN2CCCC(C)(C(=O)NCCOC)C2)cc1 (configuration not stated)	-1	i	1.1	-2	4	-6	14	4	-7
CC(=O)N1CCN(C(=O)c2oc3ccccc3c2C)CC1	3	i	-1.4	-6	18	-8	2	2	5
COc1ccc(C(C(=O)NC2CCCC2)N(CC2CCCO2)C(=O)Cc2cccs2)cc1OC (configuration not stated)	4	i	-0.3	-8	-8	-4	-3	-2	0
CN1CCN(c2ccc([N+](=O)[O-])cc2C(=O)Nc2ccccc2)CC1	3	i	0.5	-9	-7	31	1	1	-5
C=CCn1c(SCC#N)nc2ccccc2c1=O	-2	i	0.7	1	8	-2	2	-1	-1
O=C(Nc1cccc(F)c1)c1ccc(S(=O)(=O)N2CCCC2)cc1	0	i	-0.1	-1	4	4	-1	1	-1
COC(=O)c1ccc(C(=O)N2CCCC(Nc3ccc(C(C)C)cc3)C2)cc1 (configuration not stated)	0	i	0.2	-5	12	2	-2	-2	4
CCN1C[C@@H]2[C@@H]3C(=O)N(C)C(=O)[C@@H]3[C@](CC)(C1=O)N2C(=O)c1ccccc1	3	i	1.0	-5	2	-5	7	0	-1
O=C(CCCCl)OCc1cn(-c2ccc(Cl)cc2)nn1	2	i	-0.9	-8	10	-2	12	2	0

Compound activity (PubChem)
